HADH2 inhib – HADH2 (human) dehydrogenase inhibition; actives 3.4% (n = 73,000); Q99714; recombinant HADH2, NADH fluorescence, beta-hydroxybutyryl-CoA; Potency, µM (highest dose often 57.1 µM), inactives show at the highest dose activity change, negative = inhibition, usual class: inhibitors; further: potency means the concentration at half of the fitted maximal effect; on the % scale 0 is the no-effect control and ±100 the full control effect; nearly all actives have a fitted effect of over 60% in size; many of its hits are not listed in these tables
Target sequence (Q99714 whole entry, looked up, one chain of several): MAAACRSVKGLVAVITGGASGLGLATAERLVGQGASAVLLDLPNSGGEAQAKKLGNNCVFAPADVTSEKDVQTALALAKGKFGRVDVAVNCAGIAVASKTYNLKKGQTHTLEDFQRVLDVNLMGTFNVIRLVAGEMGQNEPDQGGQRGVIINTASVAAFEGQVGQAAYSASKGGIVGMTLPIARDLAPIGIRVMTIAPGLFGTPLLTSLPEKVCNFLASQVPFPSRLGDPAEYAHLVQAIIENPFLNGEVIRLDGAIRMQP
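Read-out: 360 nm excitation, 450 nm emission, kinetic over 4 min. Conditions: His-tagged human HADH2 20 nM, pH 9.0 Tris with Tween-20, 1 mM NAD+, 90 uM beta-hydroxybutyryl-CoA.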
15-hLO inh – blocks human 15-lipoxygenase activity | P16050 | purified 15hLO-1, xylenol orange hydroperoxide absorbance | Potency, µM (series often up to 57.1 µM), for inactives: at the highest dose activity change, negative = inhibition, hits mostly inhibitors | actives 1.4% (n = 74,000) | AID 887; further: potency means the concentration at half of the fitted maximal effect; on the % scale 0 is the no-effect control and ±100 the full control effect; nearly all actives have a fitted effect of over 55% in size
Target sequence (P16050 whole entry, looked up): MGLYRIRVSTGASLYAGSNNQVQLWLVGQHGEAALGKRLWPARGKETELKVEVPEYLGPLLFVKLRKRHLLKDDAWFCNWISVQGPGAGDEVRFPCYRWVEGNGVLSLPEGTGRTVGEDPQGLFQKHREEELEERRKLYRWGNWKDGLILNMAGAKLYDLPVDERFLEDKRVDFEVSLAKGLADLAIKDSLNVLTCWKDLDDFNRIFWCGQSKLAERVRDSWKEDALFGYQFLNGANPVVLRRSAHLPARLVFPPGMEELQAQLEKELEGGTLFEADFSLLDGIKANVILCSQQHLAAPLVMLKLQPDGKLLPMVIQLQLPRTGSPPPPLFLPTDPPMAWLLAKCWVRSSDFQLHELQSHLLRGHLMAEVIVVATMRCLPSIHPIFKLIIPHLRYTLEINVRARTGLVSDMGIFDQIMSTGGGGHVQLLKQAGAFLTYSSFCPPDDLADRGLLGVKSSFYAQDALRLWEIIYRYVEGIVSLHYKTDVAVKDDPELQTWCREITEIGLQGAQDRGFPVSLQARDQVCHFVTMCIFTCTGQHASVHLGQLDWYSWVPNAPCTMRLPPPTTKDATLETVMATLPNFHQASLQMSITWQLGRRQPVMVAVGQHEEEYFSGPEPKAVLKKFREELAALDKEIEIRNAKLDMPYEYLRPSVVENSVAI
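Readout: Fe(III)-xylenol orange absorbance, 573-to-405 nm ratio as reaction progress. Enzyme 40 nM purified human 15hLO-1, substrate 50 uM arachidonic acid, 6 min RT after 15 min compound preincubation; Hepes pH 7.5 buffer with Triton X-100.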
USP2a inhib – inhibitors of human ubiquitin-specific protease USP2a | O75604 | USP2a enzymatic assay, qHTS inhibition | Potency, µM (titrated, usually from 38.3 µM), for the others: at the top dose activity change, negative = inhibition, most hits filed as inhibitors | actives 0.1% (n = 60,000) | AID 927;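 further: potency means the concentration at half of the fitted maximal effect; nearly all actives have a fitted effect of over 60% in size; plate controls were DMSO for no effect and NEM full inhibition control for full effect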
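Inhibition is measured in a cell-free coupled assay with 20 nM USP2 core, 20 nM Ub-PLA2 and 20 uM NBD C6-HPC, 2.5 h incubation. Activity normalized to NEM control.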
Ub-GFP proteasome – ubiquitin-GFP accumulation via proteasome inhibition | 67,000 tested, under 10 active | Ubiquitin-GFP reporter cells, proteasome inhibition, GFP fluorescence; response scale: untreated = 0%, 10 µM MG-132 = 100% | AID 526 | Potency, µM (titrated, usually from 45.9 µM), for the others: top-dose activation (GFP accumulation), usual class: activators; active means well fitted activation curve with a large enough effect, not every such curve was filed as active; inconclusive means small, poorly fitted or top-dose-only effect, or another doubt; inactive means no such curve, though single readings can be large or run the other way; further: potency means the concentration at half of the fitted maximal effect
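Proteasome blockade was scored as a rise in GFP-expressing U2OS cells carrying a ubiquitin(G76V)-GFP construct, imaged after 4 hr compound treatment at 37 °C across a 46 uM–2.9 nM series.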
Epigenetic mod – epigenetic modulators derepressing GFP locus in mouse cells; mouse C127i GFP locus derepression, cytometry, 30 h; Potency, µM (highest dose often 46.1 µM), for the others: top-dose GFP derepression (activation); actives 0.09% (n = 68,000); AID 597; further: % of control where 0% means no effect
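Murine C127i mammary cells carrying a silenced, stably integrated CMV-driven GFP reporter were treated with compound for 30 hours at 37 C. After PBS washes, GFP-positive cells were counted by laser-scanning microplate cytometry.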
Pol III holo inh – blocks replication by bacterial DNA polymerase III holoenzyme. reconstituted DNA polymerase III holoenzyme replication, biochemical. Potency, µM (highest dose often 57.1 µM), inactives show at the top dose activity change, negative = inhibition. actives 0.25% (n = 71,000). AID 603; further: potency means the concentration at half of the fitted maximal effect; on the % scale 0 is the no-effect control and ±100 the full control effect
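Reconstituted *E. coli* holoenzyme (0.35 nM Pol III, 1 nM beta, 154 nM SSB, 2 nM primase) was preincubated with compound for 15 min at RT. Synthesis on 1.4 nM ssM13Gori ran 35 min, then was stopped with PicoGreen/EDTA and read as dsDNA fluorescence.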
CRE-bla Fsk – modulators of forskolin-stimulated CRE signaling in CHO cells. CHO CRE-bla reporter (cAMP response element driving beta-lactamase), forskolin EC10, beta-lactamase ratio. actives 2.5% (n = 71,000). Potency, µM (highest dose often 38.2 µM), without a hit: at the top dose activity change, negative = inhibition, hits mostly activators; active means well fitted activation curve with a large enough effect in the signal ratio, with a control signal flat, not every such curve was filed as active; inconclusive means small, poorly fitted or top-dose-only effect, or effect the other way, or a change in a side signal; the % refers to the signal ratio; further: potency means the concentration at half of the fitted maximal effect; % of control where 0% means no effect
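AC50 values, positive or negative, reflect shifts in EC10 NKH 477-induced CRE-bla reporter activity in CHO cells. Incubation lasted 3 h at 37 °C before CCF4 substrate (2 h, room temperature) and ratiometric 460/530 nm reading.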
BRCT PPI green – blocks human BRCA1 BRCT binding to phosphopeptide, green readout. P38398. BRCA1 BRCT-phosphopeptide binding, green fluorescence polarization. Potency, µM (doses to about 76.9 µM), for inactives: at the top dose activity change, negative = inhibition, usual class: inhibitors. actives 0.05% (n = 75,000). AID 875;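 further: potency means the concentration at half of the fitted maximal effect; plate controls were peptide without protein for full effect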
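Fluorescence polarization: His-tagged BRCT (~35 kDa BRCA1 C-terminus, 250 nM) bound to 100 nM fluorescein-labeled phosphorylated 10-aa BACH1 peptide, pH 7.3 phosphate buffer with DTT and Tween 20. Compounds incubated 12 min at room temperature; inhibition read as lowered polarization.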
HBB splice mod – modulators of hemoglobin beta chain splicing; Potency, µM (doses to about 46.1 µM), inactives show at the highest dose activation, most hits filed as activators; AID 925; actives 0.06% (n = 65,000); HBB splicing reporter cell assay, activation; EGFP reporter with mutant IVS2-654 intron; response scale: normalised to 500 nM splice-correcting PNA; further: potency means the concentration at half of the fitted maximal effect; 0% is about no effect
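Compounds were applied for 2 days to HeLa EGFP-654 cells, 500/well in Optimem with 2% FCS. The reporter's EGFP is disrupted by mis-splicing of beta-globin intron IVS2-654. Readout: summed well GFP fluorescence from 488 nm laser scanning; reference was 500 nM antisense […] 654 PNA.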
BRCT inh red – disrupts BRCA1 BRCT binding to phosphoprotein, red fluorophore readout | P38398 | BRCT-phosphopeptide binding, red fluorescence polarization | Potency, µM (doses to about 76.9 µM), for the others: at the highest dose activity change, negative = inhibition, most hits filed as inhibitors | actives 0.03% (n = 75,000); further: on the % scale 0 is the no-effect control and ±100 the full control effect
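Fluorescence polarization: 100 nM His-tagged BRCA1 BRCT with 100 nM TAMRA-labelled phospho-BACH1 decapeptide, phosphate buffer pH 7.3 with 150 mM NaCl, DTT, 0.01% Tween 20; 12 min RT. Binding inhibition seen as FP decrease.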
Hsp90 Hop PPI – changes Hsp90-Hop TPR2A binding signal, up or down | Potency, µM (series often up to 57 µM), for inactives: at the top dose activity change, negative = inhibition | actives 0.44% (n = 71,000) | AlphaScreen TPR2A-His6 binding biotin-Hsp90 C-terminal peptide; active means well fitted curve in either direction with a large enough effect; inconclusive means small, poorly fitted or top-dose-only effect, or another doubt; further: potency means the concentration at half of the fitted maximal effect; on the % scale 0 is the no-effect control and ±100 the full control effect; many of its hits are not listed in these tables
Active calls of the source: *; ? = inconclusive; · = not tested or not shown; & = joins results of further samples; [ ] = dose if it differs, or a comment. Unless noted, the call rests on the fitted dose curve; in most records, active means well fitted curve in the direction sought with a large enough effect; inconclusive means small, poorly fitted or top-dose-only effect, or another doubt; inactive means no such curve, though single readings can be large; an effect the other way counts as inactive or inconclusive. Only part of the results is shown. The share of hits here may be higher or lower than overall.

Second line of a record: HADH2 inhib, 15-hLO inh, USP2a inhib, Ub-GFP proteasome, Epigenetic mod, Pol III holo inh, CRE-bla Fsk, BRCT PPI green, HBB splice mod, BRCT inh red, Hsp90 Hop PPI
Cn1c(SCC(=O)OC2CCCCC2)nnc1-c1ccc(S(=O)(=O)N2CCCC2)cc1
  13%, 5%, 2%, -1%, 1%, 0%, 0%, -0.1%, ·, -3.9%, 2%
COC(=O)c1ccc(CSc2nc(-c3ccc(OC)cc3)nc3c2c(=O)n(C)c(=O)n3C)o1
  1%, 2%, 0%, 5%, 8%, 0%, 11%, 0.9%, 0.7%, 0.3%, -1%
CN1CCN(c2ncc3nc(-c4cccc(C#N)c4)c(=O)n(C)c3n2)CC1
  -13%, -27%, 141%[activator], 7%, 0%[9.22 µM], -5%, 13µM*, -2.6%, 0.0%, 0.5%, -2%
COc1cc(-c2c(C#N)c(N)nc3c2c(C)nn3-c2ccc(C)c(C)c2)cc(OC)c1OC
  ?, -18%, 35%[activator], 7%, -2%, -3%, 2.5µM*, 8.8%, 2.2%[57.5 µM], 0.8%, 27%
Cc1ccc2c(c1)nc(NCCO)n2C
  -24%, 16%, -1%, 3%, -3%, -5%, ?, -2.0%, 4.4%, 0.7%, -4%
OC1C=CSc2nc3ccccc3n21 (configuration not stated)
  -2%, -2%, 3%, 8%, ?, -3%, ?, -2.5%, 5.1%, -1.2%, -1%
CC(C)[C@@H](OCc1ccccc1)[C@H](C)/C=N\O[C@@H](C)c1cn([C@H](CO)Cc2ccccc2)nn1
  6%&-4%[11.4 µM], 2%&-10%[11.4 µM], ·, ·, ·, ·, ·, -0.3%&0.3%[15.4 µM], 2.4%&1.7%[9.22 µM], 1.3%&3.0%[15.4 µM], ·
CC(C)Cn1cc(C(=O)NCC2CCCO2)c2c3ccccc3n(C)c2c1=O (configuration not stated)
  121%[activator], -5%, 16%, -8%, 2%, 2%, 13%, -1.1%, -1.2%, -1.0%, -5%
O=[N+]([O-])c1cccc2cn[nH]c12
  ·, -22%, 1%, 3%&0%, -6%[20.6 µM], -2%&-4%, ?, -5.2%, -0.2%, -3.2%, -4%&-3%
CCc1nnc(NC(=O)C2CCC2)s1
  2%, 8%, -9%, -4%, 3%, -9%, -2%, -2.1%, -0.6%, 0.6%, -3%
NS(=O)(=O)c1ccc(CCNC2CC(=O)N(CCc3ccccc3)C2=O)cc1 (configuration not stated)
  -2%, -3%, 7%, -7%, -3%, -4%, -1%, -2.2%, -6.3%, 1.0%, 3%
COc1ccc(C(=O)CSc2nnc(-c3ccoc3C)n2CC2CCCO2)cc1 (configuration not stated)
  ?, -11%, ·, 2%, 6%, -5%, -12%, 2.3%, 0.6%[57.5 µM], -2.1%, -14%
CCOC(=O)N1CCN(C(=O)Cn2ncc3ccccc32)CC1
  6%, 4%, ·, -5%, -2%, 25µM*, -3%, -2.4%, -0.1%, -2.7%, -3%
COc1ccc(S(=O)(=O)Cc2ccccc2)cc1N
  11%, 3%, -10%, 2%, 2%, -5%, 0%, 0.1%, ·, 0.7%, 0%
COC(=O)c1ccc(C)c(NC(=O)Cc2coc3cc(OC)ccc23)c1
  19%, -6%, 32%[activator], -1%, -4%, 3%, -15%, 0.4%, -0.2%[57.5 µM], 0.3%, -1%

New compounds follow
Second line of a record: HADH2 inhib, 15-hLO inh, USP2a inhib, Ub-GFP proteasome, Epigenetic mod, Pol III holo inh, CRE-bla Fsk, BRCT PPI green, HBB splice mod, BRCT inh red, Hsp90 Hop PPI
Cc1cccc(OCC2=N/C(=C\N(C)C)C(=O)O2)c1
  -15%, -3%, 35%[activator], 3%, 0%, 4%, -7%, -0.4%, 0.8%, -1.0%, -6%
c1ccc(-c2noc(-c3cccc4ccccc34)n2)nc1
  ?, -2%, 14%, -5%, 0%, -1%, ?, 0.8%, 0.6%, -1.6%, -7%
Cc1nc2c(nnn2Cc2ccccc2)c(=O)n1-c1ccccc1
  6%, -2%, 1%, -14%, 0%, 1%, ?, 0.0%, -4.3%, -1.3%, -1%
Cc1noc(C)c1CSCC(=O)OCC(=O)NC1CCCCC1
  5%, 5%, 4%, -2%, 3%, -4%, -3%, 0.1%, 0.4%, -1.3%, -3%
O=C(CN1C(=O)c2cccc3cccc1c23)N1CCc2ccccc2C1
  12%, -6%, 2%, 5%, 0%, 0%, 6%, -0.7%, -1.5%, -0.2%, -6%
CCn1c(=O)c2cc(C(=O)N3CCOCC3)sc2c2ccccc21
  -11%, 3%, ·, 6%, ·, -16%, 2µM*, 3.9%, -0.7%, -1.4%, -3%[2.3 µM]
Cc1ccc(-c2csc3n[nH]c(=S)n23)cc1
  ?, ?, 1%, 1%, 2%, -5%, 6%, -1.7%, -0.1%[57.5 µM], -1.2%, -3%
Cc1cnc(C(=O)Nc2nnc(C)s2)cn1
  -16%, 29%, -1%, -3%, 2%, -4%, 0%, -1.2%, 0.4%[57.5 µM], -0.2%, ?
O=C(Cc1ccc(Cl)c(Cl)c1)OCCN1CCCC1
  -15%, -4%, 0%, 0%, 2%, -3%, -3%, -2.1%, -0.9%, 2.2%, 0%
Nc1nc2ccccc2nc1N
  ?, 8%, 1%, 13%, -2%, 3%, 5%, 1.4%, 0.0%, 0.1%, -3%
CCCCN1C2CCCC1CC(NC(=O)c1ccc(OC)c(OC)c1)C2 (configuration not stated)
  19%, -2%, 1%, -1%, -4%, -3%, 2%, -1.2%, ·, -0.2%, -3%
Cc1cc(C)c2ccc(N)nc2c1O
  1%, 12%, 4%, -4%, 1%, 3%, ?, -2.8%, -2.6%, 0.2%, -20%
O=C(NCc1nc(-c2ccccc2)no1)c1ccc2c(c1)OCO2
  5%, -1%, 4%, -9%, -2%, 0%, -3%, -0.9%, 0.4%, 1.2%, 6%
CCc1ccccc1NC(=O)CSc1nnc([C@@H](NC(=O)OC(C)(C)C)C(C)CC)o1 (some centres not stated)
  6%, -6%, 12%, 3%, 4%, 4%, -4%, -2.3%, -4.6%[57.5 µM], -1.0%, 0%
Cc1ccc(-c2noc(C3CCCN(C(=O)c4c(F)cccc4F)C3)n2)cc1 (configuration not stated)
  1%, ?, -14%, 17%, 0%, -10%, ?, -2.0%, 3.9%[1.84 µM], 0.2%, 4%
CC1(C)CC(NC(=O)CCC2CCCC2)CC(C)(C)N1
  5%, -1%, -1%, -2%, 3%, 3%, 2%, 2.1%, 0.5%, 0.6%, -2%

Looked up one by one from the list above:
Second line of a record: HADH2 inhib, 15-hLO inh, USP2a inhib, Ub-GFP proteasome, Epigenetic mod, Pol III holo inh, CRE-bla Fsk, BRCT PPI green, HBB splice mod, BRCT inh red, Hsp90 Hop PPI
COc1ccc(C(=O)CSc2nnc(-c3ccoc3C)n2CC2CCCO2)cc1 (configuration not stated)
  ?, -11%, ·, 2%, 6%, -5%, -12%, 2.3%, 0.6%[57.5 µM], -2.1%, -14%
O=[N+]([O-])c1cccc2cn[nH]c12
  ·, -22%, 1%, 3%&0%, -6%[20.6 µM], -2%&-4%, ?, -5.2%, -0.2%, -3.2%, -4%&-3%
NS(=O)(=O)c1ccc(CCNC2CC(=O)N(CCc3ccccc3)C2=O)cc1 (configuration not stated)
  -2%, -3%, 7%, -7%, -3%, -4%, -1%, -2.2%, -6.3%, 1.0%, 3%
Cc1cc(C)c2ccc(N)nc2c1O
  1%, 12%, 4%, -4%, 1%, 3%, ?, -2.8%, -2.6%, 0.2%, -20%
CC(C)Cn1cc(C(=O)NCC2CCCO2)c2c3ccccc3n(C)c2c1=O (configuration not stated)
  121%[activator], -5%, 16%, -8%, 2%, 2%, 13%, -1.1%, -1.2%, -1.0%, -5%
